ST2 IL33 inh = inhibitors of human ST2 (IL1RL1) binding to IL-33; inhibition, % for hits at 17 µM; 78,000 tested, 2.3% active; Q01638; AlphaLISA ST2-Fc/biotin-IL-33 interaction, 1 h; in the data active means inhibition above about 30%; inconclusive means mostly about 10% to 28%
Target sequence (Q01638 whole entry, looked up): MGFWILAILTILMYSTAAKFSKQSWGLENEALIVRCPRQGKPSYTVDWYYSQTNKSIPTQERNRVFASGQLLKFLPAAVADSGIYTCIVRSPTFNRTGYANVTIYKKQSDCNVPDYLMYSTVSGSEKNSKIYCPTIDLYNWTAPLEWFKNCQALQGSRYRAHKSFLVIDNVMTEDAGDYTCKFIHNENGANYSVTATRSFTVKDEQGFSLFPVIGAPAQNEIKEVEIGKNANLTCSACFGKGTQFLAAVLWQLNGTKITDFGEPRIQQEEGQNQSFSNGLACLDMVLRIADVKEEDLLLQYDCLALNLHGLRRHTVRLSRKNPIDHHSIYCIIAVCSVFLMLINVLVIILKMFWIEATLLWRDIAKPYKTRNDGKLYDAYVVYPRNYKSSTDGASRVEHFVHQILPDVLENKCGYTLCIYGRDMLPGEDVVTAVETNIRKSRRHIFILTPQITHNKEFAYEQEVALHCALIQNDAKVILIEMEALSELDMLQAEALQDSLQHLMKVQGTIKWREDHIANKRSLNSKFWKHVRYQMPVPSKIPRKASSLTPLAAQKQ
Active calls of the source: *; i = inactive; ? = inconclusive. Not all compounds are listed; rates above refer to the full screens.

A first look, 5 compounds:
SMILES | ST2 IL33 inh
CC(C)Cn1cc(C(=O)NCc2cccnc2)c2c3ccccc3n(C)c2c1=O | i
CCOC(=O)c1c(NC(=O)c2cc3cc(OC)ccc3oc2=O)sc(C)c1C | i
Cc1oc2cc(OC(C)C)ccc2c(=O)c1-c1ccccc1 | ?
COc1ccc(-c2cc(F)c(OC)c(F)c2)cn1 | ?
Cc1cc(C)n(C)c(=O)c1C(=O)N(C)Cc1csc(C(C)C)n1 | i

All compounds of this part, repeating the preview:
SMILES | ST2 IL33 inh
CC(C)Cn1cc(C(=O)NCc2cccnc2)c2c3ccccc3n(C)c2c1=O | i
CCOC(=O)c1c(NC(=O)c2cc3cc(OC)ccc3oc2=O)sc(C)c1C | i
Cc1oc2cc(OC(C)C)ccc2c(=O)c1-c1ccccc1 | ?
COc1ccc(-c2cc(F)c(OC)c(F)c2)cn1 | ?
Cc1cc(C)n(C)c(=O)c1C(=O)N(C)Cc1csc(C(C)C)n1 | i
CC(CCO)Nc1nc2c(c(=O)n(C)c(=O)n2C)n1Cc1cccc(Br)c1 (stereo not given) | i
Ic1ccc(NCc2cn3ccccc3n2)cc1 | i
Cc1cccc(C(C)C)c1NS(=O)(=O)c1cccc2cccnc12 | i
Cc1cccc(C)c1OCCCN(C)C(=O)C(=O)c1cccn1C | i
C=C(C)COc1ccc(C(=O)N(CC2CCC(=O)N2)C(C)C)cc1 (stereo not given) | ?
COc1ccc(CN(C)C2CCN(C)CC2)c(OC)c1OC | i
CC(NC(=O)COc1ccc(Cl)cc1Cl)C(=O)O (stereo not given) | i
COCCCNC(=O)c1c(NC(=O)c2ccc([N+](=O)[O-])cc2)sc2c1CCCC2 | i
COC(=O)C1C(=O)C2=C(CC1C)NC(C)=C(C(=O)OC(C)C)C2c1cc(OC)ccc1OC (stereo not given) | i
O=C(c1cccc(-n2cnnc2)n1)N1CCOC(c2ccc(Cl)cc2)C1 (stereo not given) | ?
COc1ccc2nc3oc(C(=O)NC4CCCc5ccccc54)cc3cc2c1 (stereo not given) | ?
Cc1ccc(CSC2=NCCN2C(=O)c2ccc3c(c2)OCO3)cc1 | i
C=CCO[C@@H]1CCN2C(=O)[C@@H]3C[C@@H](O)CN3C(=O)[C@@H]2C1 | i
COC(=O)c1cc(C(=O)OC)cc(N2C(=O)C3C4C=CC(C4)C3C2=O)c1 (stereo not given) | i
CCCN(CCC)CCCNS(=O)(=O)c1ccc(OCC)c2ncccc12 | i
NC(=O)c1ccc(NC(=O)CN(C2CCCCC2)S(=O)(=O)c2ccc(F)cc2)cc1 | i
O=C(Nc1ccc2c(c1)OCO2)c1ccc2c(Cl)c3c(nc2c1)CCCC3 | i
c1ccc(CNc2nc(-c3ccccn3)cs2)cc1 | 36%*
CC1c2cccn2CCN1C(=O)Cn1nnnc1N (stereo not given) | i
COc1cccc(-c2cc(N3CCN(S(=O)(=O)Cc4ccccc4)CC3)ncn2)c1 | i
CCOc1ccc(Sc2cc(C(=O)NC(C)C)c3ccccc3n2)cc1 | i
COCCN(Cc1ccc(C)cc1)C(=O)c1cccc(C)n1 | i
O=C(Nc1cc(Br)ccc1O)c1cc(-c2cccs2)on1 | ?
CCc1nc(-c2nccn2CCCOc2cccnc2)c(C)[nH]1 | ?
O=C(CSCc1ccc([N+](=O)[O-])cc1)NCC1CCCO1 (stereo not given) | ?
CN(C)c1ccc(-c2nc3ccccc3o2)cc1 | i
COc1ccc(-c2nc(SCC(=O)N3CCCCCC3)c3c(=O)n(C)c(=O)n(C)c3n2)cc1 | i
Nc1ccc(-c2ccc(F)cc2Cl)cn1 | 35%*
Cc1nn(C)c(C)c1CN(C(=O)c1cc2ccccc2oc1=O)C1CC1 | ?
CC(C)(C)NC(=O)c1ccc(Cl)c(Cl)c1 | i
CCN(C(=O)Cc1nn(C)c(=O)c2ccccc12)c1ccccc1 | i
COc1ccc(C2=NN(C(=O)CCC(=O)O)C(c3ccc(C)cc3)C2)cc1OC (stereo not given) | i
CCOC(=O)C1CCCN(S(=O)(=O)NCc2ccccc2)C1 (stereo not given) | i
O=C(NCc1cccnc1)C1CCCN(C2CCN(C(=O)c3ccn[nH]3)CC2)C1 (stereo not given) | ?
COc1ccccc1N1CCN(C(=O)c2ccccc2Cl)CC1 | ?
CCOc1cc([N+](=O)[O-])cc(C=Nc2ccc(N3CCOCC3)cc2)c1O | ?
Cc1cc(C(=O)NCc2ccc(F)cc2)ccc1[N+](=O)[O-] | 52%*
Cc1ccc2c(-c3cc4c(n(CC5CC5)c3=O)CCN(C(=O)c3ccc5c(c3)OCO5)C4)cccc2n1 | i
CCCCOc1ccc(/C=c2\sc3ncnn3c2=O)cc1OC | i
O=C(CN1CCCN(S(=O)(=O)c2ccc(F)cc2)CC1)Nc1ccc2c(c1)OCO2 | i
COc1cc(O)c2c(c1)O[C@@H](c1ccccc1)CC2=O | i
O=C(C1CC1)N1CCc2cc(Br)cc(S(=O)(=O)NC3CCCC3)c21 | i
Cc1ccc(NC(=O)CC(=O)N(C)Cc2cc(C)no2)c(C)c1 | i
CC(C)NC(=O)C1CCC(Cn2c(=O)c3sccc3n(CC(N)=O)c2=O)CC1 (stereo not given) | ?
O=C(Nc1ccncc1)c1c(F)c(F)c(F)c(F)c1F | ?
COC(=O)[C@@H]1Cc2ncn(Cc3ccc(Cl)cc3)c2CN1Cc1cccnc1 | i
CC(=O)N1CCN(c2ncccc2CNC(=O)c2ccc(C)s2)CC1 | i
O=C(N[C@H]1CO[C@H]2[C@@H]1OC[C@H]2O)c1ccccc1 | i
O=C(c1cc(-c2ccc(Cl)c(Cl)c2)on1)N1CCc2ccccc2C1 | i
COc1ccc(CNC(=O)C2CCN(Cc3cc4n(n3)CCCNC4)CC2)cc1 | ?
CC1=C[C@@H](CO)[C@H](C(C)C)C[C@H]1Cc1nnc(Cc2c[nH]c3ccccc23)o1 | i
C=CCNC(=O)c1ccc(-c2ccccc2C(C)=O)cc1 | i
CCCN(Cc1nccn1C)C(=O)c1cnn2c1CCCC2 | ?
CC(C)c1cc(C(=O)N2CCn3nc(C(=O)Nc4ccccc4)cc3C2)no1 | ?
CCN1CCCC1CNC(=O)C1(O)c2ccccc2NC(=O)N1c1ccc(Cl)c(Cl)c1 (stereo not given) | i

Next part; the last 3 above are carried over.
SMILES | ST2 IL33 inh
CCCN(Cc1nccn1C)C(=O)c1cnn2c1CCCC2 | ?
CC(C)c1cc(C(=O)N2CCn3nc(C(=O)Nc4ccccc4)cc3C2)no1 | ?
CCN1CCCC1CNC(=O)C1(O)c2ccccc2NC(=O)N1c1ccc(Cl)c(Cl)c1 (stereo not given) | i
Cc1ccc(CNC(=O)NCCc2nc3cccnc3n2C2CCCCC2)cc1 | i
Cc1cccc(-c2cccc(-c3ccn(C(C)C(=O)Nc4nccs4)n3)c2)n1 (stereo not given) | ?
COc1cccc(C2CC(c3ccccc3)=NN2S(=O)(=O)c2ccccc2)c1OC (stereo not given) | ?
CN(C(=O)CN(C)S(=O)(=O)c1ccc2c(c1)CCC(=O)N2)C1CCCCC1 | i
COCCCNC(=O)c1nn(C)c2c1CN(C(=O)c1csc3c1CCCC3)CC2 | ?
O=C(NCCSc1c(-c2ccccc2)[nH]c2ccccc12)c1ccco1 | ?
c1ccc2c(c1)NC(c1ccncc1)n1c-2nc2ccccc21 (stereo not given) | i
COc1ccc(OC)c(NC(=O)CNC(=O)Cn2ccc3ccccc3c2=O)c1 | ?
COc1ccc(CNC(=O)C[C@@H]2C[C@@H](C(C)C)[C@H](CNC(=O)c3ccc(C#N)cc3)C=C2C)cc1 | i
Brc1ccc2nc(-c3ccco3)c(Nc3ccc4c(c3)OCO4)n2c1 | i
O=C(NC1CC(=O)N(c2ccccc2)C1)C1CCCC1 (stereo not given) | i
O=C(N[C@H]1CCN2C(=O)[C@@H](Cc3c[nH]c4ccccc34)NC(=O)[C@H]12)c1cnccn1 | ?
COc1ccc(-n2c(-c3ccc(F)cc3)cn3c4c(=O)n(C)c(=O)n(C)c4nc23)cc1 | i
CC(=O)c1ccc(N=Cc2ccccc2Cl)cc1 | ?
Cc1ccc(Nc2nnc(Cc3ccccc3)c(=O)[nH]2)cc1 | i
O=C(NC1CC(=O)N(c2ccc(F)cc2)C1)C1CC1 (stereo not given) | i
CC(=O)c1cccc(N2C(=O)C3CC=CC(C)C3C2=O)c1 (stereo not given) | i
CCCN(CCC)c1ncnc2c1cnn2-c1ccc(Cl)cc1 | i
Cc1ccc(C(=O)NCC2CCN(C)C2)c2ccccc12 (stereo not given) | i
COc1cc(/C=C/C(=O)OC[C@H]2O[C@H](O[C@]3(CO)O[C@H](CO)[C@@H](O)[C@@H]3O)[C@H](O)[C@@H](O)[C@@H]2O)cc(OC)c1O | i
Cc1ccc(C)c(OCC(=O)NCCN2CCCC(C(N)=O)C2)c1C (stereo not given) | i
CCc1ccccc1NCn1nnc2ccccc21 | ?
CCSc1nnc(-c2ccc(C)c(S(=O)(=O)N3CCN(C)CC3)c2)c2ccccc12 | ?
CCN1C(=O)C(=C2CCCC2)C(=O)N(CC)C1=O | i
Cc1ccc(C2(O)CCN(C(=O)COc3ncnc4ccccc34)CC2)nc1 | i
Cc1ccc(F)c(CN(CCC(N)=O)C(C)C)c1F | i
O=[N+]([O-])c1ccccc1N[C@H]1O[C@H](CO)[C@@H](O)[C@H]1O | i
Cc1c(C(=O)NCc2ccco2)oc2ccc(S(=O)(=O)N3CCOCC3)cc12 | i
Cn1ccnc1-c1ccc(N2CCc3c([nH]c4ccccc34)C2)nn1 | ?
CC(NC(=O)C1CCC(=O)N1Cc1ccccc1Cl)c1ccc2c(c1)OCCO2 (stereo not given) | i
COc1ccc(C2N(S(=O)(=O)c3ccccc3)CCN2S(=O)(=O)c2ccc(C)cc2)cc1 (stereo not given) | i
COCCN1C(=O)N(Cc2cccnc2)C(=O)C12CCN(Cc1nc(-c3ccccc3)cs1)CC2 | i
COc1ccccc1CN[C@H]1CC(C)(C)[C@@H]2C[C@@](C)(O)CC[C@]12CCC(=O)N1CCOCC1 | ?
CCNC(=O)CC1Sc2ccc(C(F)(F)F)cc2NC1=O (stereo not given) | i
O[C@@H]1CN(c2ccnc3ccccc23)CC[C@H]1N1CCN(c2ccccn2)CC1 | ?
O=C(Cc1ccc(Cl)cc1)N1CCN(S(=O)(=O)c2cc3c4c(c2)CCN4C(=O)CC3)CC1 | ?
O=C(C1CCCN(Cc2cccnc2)C1)N1CCCCCC1 (stereo not given) | ?
O=C(NCc1cccs1)[C@H](CSCc1ccccc1)N1Cc2ccccc2C1=O | i
CCn1c(C2CCCN(Cc3cc4c(cc3C)OCCO4)C2)n[nH]c1=O (stereo not given) | i
Cc1ccnc(SCCn2c(N3CCCCC3)nc3c2c(=O)n(C)c(=O)n3C)n1 | i
CC(=O)C1=C(C)Nc2ncnn2C1c1ccc(C)cc1 (stereo not given) | i
COc1cc(F)c(CN2CCC3(CCCO3)CCC2=O)cc1OC (stereo not given) | i
O=C(O)C1CCCN(c2ccc(C(F)(F)F)cc2[N+](=O)[O-])C1 (stereo not given) | ?
COc1ccc(/C=C(\C#N)c2nc3ccc(C)cc3[nH]2)cc1O | 46%*
COc1cccc(C2CCN(C(=O)c3ccc(CSC)o3)C2)c1OC (stereo not given) | i

As a working copy, part of the list above:
SMILES | ST2 IL33 inh
Cc1ccc(CNC(=O)NCCc2nc3cccnc3n2C2CCCCC2)cc1 | i
Cc1cccc(-c2cccc(-c3ccn(C(C)C(=O)Nc4nccs4)n3)c2)n1 (stereo not given) | ?
COc1cccc(C2CC(c3ccccc3)=NN2S(=O)(=O)c2ccccc2)c1OC (stereo not given) | ?

(list continues)
SMILES | ST2 IL33 inh
COc1cc(S(=O)(=O)N2CCN(c3ccc(C)c(C)c3)CC2)c(OC)cc1Br | ?
O=C1CCCCCN1CC(=O)N1CCCC2(C1)C(=O)Nc1ccccc12 (stereo not given) | ?
Cc1nnc(SCCn2c(N3CCCC3)nc3c2c(=O)n(C)c(=O)n3C)s1 | i
CC(C)C[C@H](NC(=O)C1OC1C(=O)O)C(=O)NCCCCN=C(N)N (stereo not given in full) | i
Cc1cc(C)n(CCc2ccccc2)n1 | i
COc1ccc(N=Cc2c(O)n(-c3ccccc3OC)c(=O)c3ccccc23)c(OC)c1 | 31%*
O=C1CC(=O)Nc2cc(S(=O)(=O)N3CCCCC3)ccc2N1 | i
COc1ccc2nc(NC(=O)c3cn(CC(C)C)c(=O)c4c3c3ccccc3n4C)sc2c1 | i
CC(=O)Nc1ccccc1/C=C/c1ccc2c(C)ccc(O)c2n1 | i
Nc1ncnc(Oc2ccc3sc(=O)oc3c2)c1[N+](=O)[O-] | i
COc1ccc(NC(=O)N2Cc3[nH]cnc3C[C@H]2c2nc(-c3ccccc3)no2)cc1 | ?
CCCOc1ccc(C(O)=C2C(=O)C(=O)N(CCCN(C)C)C2c2cccs2)cc1 (stereo not given) | i
COc1ccccc1CNC(=O)C(c1ccccc1)c1ccccc1 | i
O=C(Nc1c(F)cccc1F)c1cnc2n(c1=O)CCS2 | i
Cc1cc(C)n(C2CCN(Cc3cccn3-c3ncccn3)C2)n1 (stereo not given) | i

In another format: five of the compounds above
| mol | ST2 IL33 inh |
| --- | --- |
| C=CCNC(=O)c1ccc(-c2ccccc2C(C)=O)cc1 | i |
| NC(=O)c1ccc(NC(=O)CN(C2CCCCC2)S(=O)(=O)c2ccc(F)cc2)cc1 | i |
| CCCN(CCC)c1ncnc2c1cnn2-c1ccc(Cl)cc1 | i |
| Cc1nn(C)c(C)c1CN(C(=O)c1cc2ccccc2oc1=O)C1CC1 | ? |
| Cc1ccc(C(=O)NCC2CCN(C)C2)c2ccccc12 (stereo not given) | i |

Additional structures follow:
SMILES | ST2 IL33 inh
CCCOC1CCCN(Cc2ccc(O)c(O)c2)C1 (stereo not given) | i
Cc1ccc(CN2CCC(CN(C)Cc3cc4ccccc4[nH]3)CC2)o1 | ?
O=C(CSc1c2c(nc3ccccc13)CCC2)Nc1cnc2ccccc2c1 | i
CCOC(=O)c1c(NC(=O)c2ccc(Br)s2)sc2c1CCN(C)C2 | i
COc1cccc(NC(=O)O[C@@H]2CO[C@H]3[C@@H]2OC[C@@H]3Nc2nccc(-c3ccccc3)n2)c1 | i
Cc1cccc(CCNS(=O)(=O)c2c(C)n[nH]c2C)c1 | i
c1ccc(CCN2CCC(Cn3ccnc3C3CC3)CC2)cc1 | ?
CN(CC1Cc2ccccc2O1)C(=O)c1ccc2oc(CCc3ccccc3)nc2c1 (stereo not given) | ?
C[N+](C)(C)CC=O | i

Screening data as filed in PubChem BioAssay.
